Screens from PubChem BioAssay.
TAAR1 agonist: human TAAR1 agonism | Q96RJ0 | CHO RD-HGA16 TAAR1, Fluo-8 calcium fluorescence; vehicle wells 0%, saturating PEA agonist 100% | activation, % at 3 µM | hit rate 0.99% among 360,000 | AID 624467;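 active means activation above the mean activation of all test compounds in the run plus 3 SD, cut at about 38% in these data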
Target sequence (Q96RJ0 whole entry, looked up): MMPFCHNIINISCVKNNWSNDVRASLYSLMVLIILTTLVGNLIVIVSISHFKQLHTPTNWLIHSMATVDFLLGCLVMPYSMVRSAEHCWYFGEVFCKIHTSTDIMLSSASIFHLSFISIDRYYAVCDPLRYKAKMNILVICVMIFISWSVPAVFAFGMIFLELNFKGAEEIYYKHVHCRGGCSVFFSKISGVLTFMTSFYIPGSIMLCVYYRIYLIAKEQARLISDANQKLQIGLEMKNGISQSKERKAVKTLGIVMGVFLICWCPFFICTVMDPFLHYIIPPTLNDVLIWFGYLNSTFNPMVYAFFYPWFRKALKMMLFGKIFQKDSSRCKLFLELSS
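Test system: RD-HGA16 (CHO) cells co-expressing Gα16 and hTAAR1 | Doses: Single dose, 3 µM | Schedule: 17-24 h seeding, 75 min 37 °C dye, 30 min RT | Evaluation: % activation from peak over basal fluorescence ratio, DMSO-to-PEA scaled | Technique: Kinetic Fluo-8 calcium fluorescence | Benchmarks: Low control DMSO, high control PEA (EC100)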
M1 antag: antagonists of human M1 muscarinic receptor; P11229; CHO-K1 hM1, Fluo-8 calcium fluorescence, ACh EC80 antagonist; inhibition, % at 3 µM; hit rate 1.3% among 360,000; AID 588852;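 active means percent inhibition above its own plate's cutoff, namely the mean of that plate's compound wells plus 3 SD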;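 further: peak over basal fluorescence ratio during 140 s after agonist addition; 0% = ACh EC80 plus DMSO and 100% = DMSO alone without agonist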
M1 ag: activates human CHRM1 receptor; CHO-K1 hM1, Fluo-8 calcium fluorescence, agonist mode; 0% DMSO, 100% acetylcholine EC100; hit rate 0.33% among 360,000; activation, % at 3 µM; AID 588814;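 active means activation above the run's mean compound activation plus 3 SD, cut at about 16% in these data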;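 further: peak over basal fluorescence ratio within a 140 s kinetic read after compound addition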
M5 PAM: CHRM5 positive allosteric modulation; activation, % at 3 µM; CHO-K1 hM5, Fluo-8 calcium, ACh EC20 PAM; 0% = ACh EC20, 100% = ACh EC100; P08912; AID 624038; hit rate 0.3% among 360,000;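 active means activation above the run cutoff, the mean activation of all test compounds plus 3 SD, cut at about 18% in these data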
Target sequence (P08912 whole entry, looked up): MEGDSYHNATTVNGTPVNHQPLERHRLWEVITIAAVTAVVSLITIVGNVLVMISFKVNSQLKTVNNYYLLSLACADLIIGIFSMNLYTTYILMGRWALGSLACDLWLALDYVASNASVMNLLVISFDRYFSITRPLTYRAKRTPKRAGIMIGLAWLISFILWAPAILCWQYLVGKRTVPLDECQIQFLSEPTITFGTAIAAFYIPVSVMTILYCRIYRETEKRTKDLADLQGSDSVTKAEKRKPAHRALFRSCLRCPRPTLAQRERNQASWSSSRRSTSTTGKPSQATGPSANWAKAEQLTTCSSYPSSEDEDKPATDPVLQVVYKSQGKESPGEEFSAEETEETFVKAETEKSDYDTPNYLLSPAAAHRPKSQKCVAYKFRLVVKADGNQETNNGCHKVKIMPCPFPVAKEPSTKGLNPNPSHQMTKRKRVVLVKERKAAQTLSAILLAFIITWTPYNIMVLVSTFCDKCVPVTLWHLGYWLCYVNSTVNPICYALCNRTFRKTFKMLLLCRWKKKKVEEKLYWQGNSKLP
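Replicates: One well per compound, no replicates | System: Human M5 receptor in CHO-K1 cells | Benchmarks: Low control EC20 acetylcholine (0%), high control EC100 acetylcholine (100%) | Probe or stimulus: Acetylcholine, EC20 level | Times: Fluo-8 loading 80 min at 37 °C plus 30 min room temperature | Signal: Intracellular calcium via Fluo-8 fluorescence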
M5 ag: CHRM5 agonism in calcium assay; AID 624037; P08912; hit rate 0.19% among 360,000; CHO-K1 hM5 cells, Fluo-8 calcium fluorescence; 0% DMSO wells, 100% maximal acetylcholine response; activation, % at 3 µM;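 active means activation above the run's mean over test compounds plus 3 SD, cut at about 23% in these data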;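 further: signal is peak over basal fluorescence ratio across the kinetic read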
CHRM4 antagonist: CHRM4 antagonism in calcium assay. hit rate 0.73% among 360,000. AID 624125. inhibition, % at 3 µM. CHO-hM4 cells, ACh EC80, Fluo-8 calcium fluorescence;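 active means inhibition above its plate's cutoff, the mean inhibition of sample wells plus 3 SD, cut at about 27% in these data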;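 further: 0% = acetylcholine EC80 with DMSO and 100% = DMSO without agonist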
M5 antag: antagonists of human muscarinic M5 receptor (CHRM5); AID 624040; P08912; inhibition, % at 3 µM; CHO-hM5 cells, Fluo-8 calcium fluorescence, ACh EC80; hit rate 0.59% among 360,000;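 active means inhibition above a per-plate cutoff, the mean of that plate's test compounds plus 3 SD, cut at about 27% in these data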;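 further: 0% = acetylcholine EC80 with DMSO and 100% = DMSO without agonist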
M1 PAM: human CHRM1 positive allosteric modulation; CHO-K1 hM1, Fluo-8 calcium fluorescence, ACh EC20; 0% = ACh EC20, 100% = maximal ACh; activation, % at 3 µM; hit rate 0.088% among 360,000; AID 588819; in the data active means activation above about 19%, passing the limit was not always enough
M4 ag: agonists of human muscarinic M4 receptor (CHRM4) | activation, % at 3 µM | CHO-K1 hM4/Gqi5, Fluo-8 calcium fluorescence; vehicle 0%, full acetylcholine response 100% | hit rate 0.14% among 360,000 | AID 624127 | P08173;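 active means activation above the run mean over all test wells plus 3 SD, cut at about 32% in these data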;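 further: peak over basal fluorescence ratio per well then scaled between controls; 0% = DMSO wells and 100% = acetylcholine at EC100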
* hit, by the source's call; x = no result given. Some of the compounds tested; rates above refer to the full screens.

SMILES	TAAR1 agonist	M1 antag	M1 ag	M5 PAM	M5 ag	CHRM4 antagonist	M5 antag	M1 PAM	M4 ag
CCN(CC)C(=O)C1=C(C)N(Cc2ccc(OC)cc2)C(=O)C(CC(=O)NCCc2ccccn2)C1 (centres undefined)	6	3	-2	3	2	-7	-17	-2	1
Cc1nnc2n1CCCCC2	2	6	-2	-10	-3	-3	10	-1	0
COc1ccc(CCN(C)C(=O)CSc2nc3ncc(Cl)cc3[nH]2)cc1OC	-1	-15	-4	-8	-6	-6	7	10	2
Cc1[nH]c2ccccc2c1C(=O)NS(=O)(=O)Nc1ccc(Cl)cc1	1	-7	-7	2	-1	-3	-10	10	1
O=[N+]([O-])c1ccc2nccn2c1	12	-8	-5	-4	0	10	0	14	1
O=C(CSc1cccc[n+]1[O-])Nc1ccc([N+](=O)[O-])cc1Cl	-1	-16	-5	9	-3	-10	-2	9	0
COc1ccccc1N1CCN(C(=O)c2ccc(S(=O)(=O)N3CCCCC3)cc2)CC1	8	-38	4	-7	3	-12	-10	-3	7
O=C1CCC(=O)N1c1ccc(S(=O)(=O)Nc2cccc(Br)c2)cc1	2	-2	0	-2	2	-1	7	5	2
COc1cc(-c2cc(C(=O)Nc3ccc(O)cc3)c3ccccc3n2)cc(OC)c1OC	13	17	-4	-13	0	-5	6	-6	13
OC(c1ccc(F)cc1)c1nc(-c2ccc(Cl)cc2)cs1 (centres undefined)	11	-11	0	-2	1	0	1	6	7
Cc1ccccc1Nc1nn2c(=O)c3ccc(C(=O)N4CCCC(C)C4)cc3nc2s1 (centres undefined)	1	-22	-3	0	-1	3	1	13	-1
CC(=O)Nc1cccc(C(=O)NC(C)c2ccc(S(N)(=O)=O)cc2)c1 (centres undefined)	1	-10	7	4	0	-6	-2	7	0
Cc1cccc(C)c1NC(=O)C1C(c2ccc3c(c2)OCO3)=Nc2ccccc2N1C(=O)c1cccc(C(F)(F)F)c1 (centres undefined)	0	x	x	-9	0	4	7	x	2
C=CCn1c(SCC(=O)NNC(=S)Nc2ccccc2)nnc1-c1ccccc1	2	6	-3	2	0	1	-5	-5	1
Cn1c(=O)oc2cc(S(=O)(=O)N3CCCc4ccccc43)ccc21	0	-10	-10	-3	-3	-12	4	-3	1
O=C1C(C=NCCCn2ccnc2)=C(O)c2ccccc21	0	0	-6	1	-1	-1	1	10	0
CC(C)n1c(O)c(N=NC(=O)Cc2csc(N3CCOCC3)n2)c2ccccc21	8	-12	-15	-4	-2	0	1	-4	5
Cc1noc(C)c1NC(=O)N(C)C[C@@H]1Oc2cc(Br)ccc2S(=O)(=O)N([C@@H](C)CO)C[C@H]1C	1	-15	-4	-1	-2	-15	2	12	2
Cc1cccc(OC(=O)n2c(=S)oc3cc(Cl)ccc32)c1	4	-6	-2	0	-1	22	-4	5	4
CCOC(=O)c1cn(CC)c2cc3c(cc2c1=O)OCO3	0	-10	-5	2	-3	-3	14	4	0
COc1ccc2c(Cl)c(C(N)=O)sc2c1	5	-3	-2	-6	-1	-8	4	0	3
O=C(Nc1cccc2ccccc12)c1csc([C@@H]2O[C@H](CO)[C@@H](O)[C@H]2O)n1	6	-7	1	-1	0	-8	3	3	3
COc1ccc(/C(N)=N/OC(=O)N2CCOCC2)cc1	1	12	-4	-1	-1	3	-6	-7	1
CN(C)c1ccc(/C=N/N(CCC(=O)NC(C)(C)C)C2=NS(=O)(=O)c3ccccc32)cc1	4	-1	-4	-11	1	3	13	1	16
CCCN1CCN(C(=O)c2ccc3[nH]c(C)c(C)c3c2)CC1	4	20	-8	-1	-1	-5	5	-12	1
O=C(O)c1ccc(-c2sc(Nc3ccccc3)n[n+]2-c2ccc(F)cc2)cc1	x	0	-5	1	0	-4	12	5	-1
COc1ccc(NS(=O)(=O)c2ccc3oc(SC)nc3c2)cc1	3	4	1	-9	5	0	2	-5	8
CCCCNC(=O)NNC(=O)c1cc(C)on1	2	-8	-2	7	1	5	3	3	1
Cn1c(=O)c2c([nH]c(OCc3ccc(Cl)cc3Cl)[n+]2Cc2ccc(F)cc2)n(C)c1=O	1	8	-1	-4	1	7	16	-3	0
CCOC(=O)NC(=O)CSc1nc(-c2ccc(C)c(C)c2)cn1-c1ccccc1	-3	0	3	-2	-3	-3	4	0	-1
O=C1CC(c2ccc(F)cc2)CC(O)=C1C=NCCN1CCNCC1 (centres undefined)	0	4	-5	-9	-13	6	5	-10	0
COc1ccc(NC(=O)CSc2ncccc2C(=O)OC(C)C)cc1OC	12	15	-1	-9	7	10	19	-7	9
CC(C)(C)OC(=O)CNC(=O)c1[nH]cnc1C(=O)NCCCCCN	19	2	-7	-11	1	7	19	2	0
CS(=O)(=O)N(CCC(=O)O)Cc1ccccc1	0	-2	-3	0	1	11	-1	0	0
Cc1cc(C)c(C(=O)C(C)OC(=O)c2ccccn2)cc1C (centres undefined)	0	3	-1	-4	-4	7	18	1	1
COc1ccc(/C=C2\CCn3c2nc2cc(C(=O)O)ccc2c3=O)cc1O	1	-5	-5	0	0	-2	2	5	-1
COc1ccc(-c2nnc(-c3cccnc3)o2)cc1OC	16	-4	-4	-3	-1	11	2	2	1
COCCCN1C(=O)C(=O)/C(=C(/O)c2ccc(S(=O)(=O)N3CCOCC3)cc2)C1c1ccc(F)cc1 (centres undefined)	1	-7	0	-3	-1	-26	-5	0	-1
O=C(NNC(=O)c1cccs1)c1ccncc1	8	-3	-7	-4	-2	-3	-3	5	1
O=C1C(Oc2ccc(Cl)cc2)C(c2ccc3c(c2)OCO3)N1CC1CCCO1 (centres undefined)	14	22	-3	-16	0	2	14	-16	13
CC1CCCCC1NC(=O)Cc1ccc(S(=O)(=O)N2CCOCC2)s1 (centres undefined)	0	-10	-3	-3	4	-9	-3	3	3
CCOc1ccccc1/C=C(/NC(=O)c1ccccc1)C(=O)N(CC)CC	1	-12	-1	-3	2	-6	-2	13	0
COc1ccc(N2CCN(C(=O)COc3ccc(Cl)cc3Cl)CC2)cc1	8	-16	-1	0	0	2	2	5	3
C=CCn1c(C)cc(C(=O)COC(=O)CNC(=O)c2ccccc2)c1C	1	6	-2	4	4	3	-3	-3	2
CCC(C)NC(=O)c1c(C)cc(=O)oc1C (centres undefined)	2	-2	-5	1	1	2	-4	3	0
COc1ccccc1C(=O)NCCC(=O)NCCC12CC3CC(CC(C3)C1)C2	-4	5	-3	-4	3	0	4	1	2
O=C(O)C1C2CC2CN1C(=O)c1ccc(Cl)cc1 (centres undefined)	4	0	-5	8	0	-17	-14	1	1
O=C(O)C1CCCCC1C(=O)Nc1ccc2c(c1)OCO2 (centres undefined)	-1	-3	-6	-2	-1	3	5	10	2

Given comma-delimited: entries from further up.
compound,TAAR1 agonist,M1 antag,M1 ag,M5 PAM,M5 ag,CHRM4 antagonist,M5 antag,M1 PAM,M4 ag
Cn1c(=O)c2c([nH]c(OCc3ccc(Cl)cc3Cl)[n+]2Cc2ccc(F)cc2)n(C)c1=O,1,8,-1,-4,1,7,16,-3,0
Cc1ccccc1Nc1nn2c(=O)c3ccc(C(=O)N4CCCC(C)C4)cc3nc2s1 (centres undefined),1,-22,-3,0,-1,3,1,13,-1
OC(c1ccc(F)cc1)c1nc(-c2ccc(Cl)cc2)cs1 (centres undefined),11,-11,0,-2,1,0,1,6,7
COc1ccc(/C(N)=N/OC(=O)N2CCOCC2)cc1,1,12,-4,-1,-1,3,-6,-7,1

The main list resumes with the 3 entries that preceded the break.
SMILES	TAAR1 agonist	M1 antag	M1 ag	M5 PAM	M5 ag	CHRM4 antagonist	M5 antag	M1 PAM	M4 ag
COc1ccccc1C(=O)NCCC(=O)NCCC12CC3CC(CC(C3)C1)C2	-4	5	-3	-4	3	0	4	1	2
O=C(O)C1C2CC2CN1C(=O)c1ccc(Cl)cc1 (centres undefined)	4	0	-5	8	0	-17	-14	1	1
O=C(O)C1CCCCC1C(=O)Nc1ccc2c(c1)OCO2 (centres undefined)	-1	-3	-6	-2	-1	3	5	10	2
CC1Cc2cc(/C=C3/SC(=S)N(C)C3=O)ccc2O1 (centres undefined)	5	-16	-2	-8	-6	-4	10	10	1
COc1cc(NC(=O)c2ccc(Cl)cc2)c2ncccc2c1	6	-14	0	-3	-4	-5	8	8	0
CSc1ccc(CN2CCC(C)(Oc3ccc4ccccc4c3)C2)cc1 (centres undefined)	3	-8	-6	-8	-1	-23	3	1	2
CCOc1ccc(S(=O)(=O)N2CCC(C(=O)OC(C)C(=O)N(C)C3CCCCC3)CC2)cc1 (centres undefined)	-2	-6	-4	-7	-4	4	18	3	5
CCc1nnc(NC(=O)C2CCCN2S(=O)(=O)c2ccccc2)s1 (centres undefined)	15	3	-6	0	2	5	0	-6	1
Cc1nc(N2CCN(c3ccccc3F)CC2)[nH]c(=O)c1C	2	3	-1	0	-1	5	9	-3	-1
CCOC(=O)c1ccc(NC(=S)N(Cc2cccnc2)Cc2ccco2)cc1	0	-2	1	1	2	-4	0	1	6
COc1cc(C)c2sc3ccccc3c(=O)c2c1NCCN(C)C	1	-10	-6	-1	-1	-10	1	12	1
CCN=C1SC(CC(=O)NCCc2ccc(OC)cc2)C(=O)N1CC (centres undefined)	10	-1	2	0	-2	-11	8	7	8
O=C(Nc1cccc(C(=O)Nc2cccc(Br)c2)c1)c1ccccc1	16	0	3	-27	8	18	30*	-8	23
CN(c1ccccc1)S(=O)(=O)c1cccc(NS(=O)(=O)c2cccc(C(=O)O)c2)c1	1	-14	1	23*	4	-7	-9	12	-2
CC(C)OP(=O)(c1ccc(N(C)C)cc1)C(O)c1ccncc1 (centres undefined)	8	-1	-4	-3	-1	-1	8	3	0
Nc1c2c3c(sc2nc(=O)n1N)CCCC3	6	-9	-3	3	-2	-5	9	7	0
CC(=O)Nc1ccc(N2C(C(C)=O)=NN(c3ccc(Cl)cc3)C2c2sccc2C)cc1 (centres undefined)	9	3	-7	1	-2	4	4	-8	1
CC(C)(C)OC(=O)CNC(=O)c1[nH]cnc1C(=O)NCCCCCNC(=O)OC(C)(C)C	29	30	-1	-39	4	22	32*	-21	35*
COc1ccccc1CNC(=O)c1cccc(S(=O)(=O)N2CCN(c3ccc(F)cc3)CC2)c1	4	0	3	-11	8	1	12	-1	8
O=C(Cn1ccccc1=S)c1ccc(Cl)c(Cl)c1	1	-6	-6	-13	-8	-1	16	8	2
CC(C)c1ccc(S(=O)(=O)N2CCN(C(=O)c3ccco3)CC2)cc1	2	6	-2	-6	6	-3	5	0	3
Cc1cc(C)c(C#N)c(N2CCN(Cc3ccccc3)CC2)n1	0	14	-8	0	-2	9	-2	-9	-2
CCn1cc(Br)c(C(=O)NC(C)c2ccccc2)n1 (centres undefined)	0	-8	-4	2	1	6	-3	9	0
CCN(c1cccc(C)c1)S(=O)(=O)c1cc2[nH]c(=O)c(=O)[nH]c2cc1C	0	-1	-7	-3	-1	-3	4	3	3
CCCn1c(SCC(=O)c2ccc3c(c2)OCCO3)n[nH]c1=O	8	-7	-6	-2	-3	3	4	8	2
CSc1ccccc1-c1nnc(NC(=O)Cc2ccccc2)o1	-1	-5	-4	8	-1	-3	-10	8	1
